Screens deposited in PubChem by several laboratories.
CYP2C9 act: CYP2C9 (human) activation; P11712; recombinant CYP2C9, luciferin-H conversion, luminescence; hits give high values; factor 1 = untreated enzyme, 0 = blocked; activation factor at 5 µM; 96,000 tested, 1.4% active;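 active means activation factor of 2 or more for CYP2C9 at a 5 µM dose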;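 further: 0 = sulfaphenazole-blocked wells and 1 = vehicle-only wells; values of inactives mirror those of a sister screen read the other way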
PLK1 kinase inh: blocks human PLK1 kinase activity. P53350. recombinant PLK1 kinase, TR-FRET peptide phosphorylation. inhibition, % at 10 µM. 97,000 tested, 0.53% active. AID 619;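 active means inhibition of 50% or more in the single-concentration screen; inactive means inhibition below 50%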;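 further: 0% = DMSO max control and 100% = H-89 dihydrochloride min control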
EphB4 antag: EphB4-ephrin-B2 interaction antagonism. EphB4 LBD / TNYL-RAW-Alexa532 peptide, fluorescence polarization. AID 720. inhibition, % at 7 µM. 97,000 tested, 0.15% active;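 active means inhibition above the screen-wide mean inhibition plus 3 SD, cut at about 15% in these data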;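 further: 0% = DMSO wells and 100% = excess unlabeled TNYL-RAW peptide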
PTPN22 act: increases human PTPN22 phosphatase activity; Q9Y2R2; AID 697; 96,000 tested, 0.11% active; activation, % at 2 µM; recombinant LYP, DiFMUP fluorescence; 0 = plate median, 100 = signal doubled;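 active means activation at 2 µM above a set limit, the mean plus 5 SD, cut at about 37% in these data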
Target sequence (Q9Y2R2 whole entry, looked up): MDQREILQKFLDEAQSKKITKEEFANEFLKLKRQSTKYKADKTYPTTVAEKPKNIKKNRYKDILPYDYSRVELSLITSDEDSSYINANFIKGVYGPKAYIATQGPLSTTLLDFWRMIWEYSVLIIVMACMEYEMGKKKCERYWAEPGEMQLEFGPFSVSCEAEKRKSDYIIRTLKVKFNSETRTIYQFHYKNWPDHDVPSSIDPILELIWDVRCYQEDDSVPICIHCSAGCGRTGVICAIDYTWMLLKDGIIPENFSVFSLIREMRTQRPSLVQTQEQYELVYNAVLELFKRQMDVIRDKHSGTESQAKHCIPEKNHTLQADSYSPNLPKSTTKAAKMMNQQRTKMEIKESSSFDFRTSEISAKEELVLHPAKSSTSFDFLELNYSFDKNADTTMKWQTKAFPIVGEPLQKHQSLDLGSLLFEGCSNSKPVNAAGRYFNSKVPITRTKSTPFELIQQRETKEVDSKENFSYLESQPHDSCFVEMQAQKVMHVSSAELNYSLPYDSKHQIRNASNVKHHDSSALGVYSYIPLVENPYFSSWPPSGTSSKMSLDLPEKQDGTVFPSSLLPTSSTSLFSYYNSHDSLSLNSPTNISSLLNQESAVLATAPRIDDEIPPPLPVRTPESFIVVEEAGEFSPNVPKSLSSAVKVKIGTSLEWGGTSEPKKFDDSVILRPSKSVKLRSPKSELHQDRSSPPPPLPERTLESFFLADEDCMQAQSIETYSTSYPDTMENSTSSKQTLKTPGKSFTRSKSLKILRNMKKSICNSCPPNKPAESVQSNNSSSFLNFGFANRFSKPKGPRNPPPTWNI
CYP2C9 inh: blocks human cytochrome P450 2C9; AID 777; CYP2C9 Supersomes, luciferin-H conversion, luminescence; inhibition, % at 5 µM; 96,000 tested, 20% active;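 active means blocking of liver enzyme CYP2C9 beyond about 50% at 5 µM, limit read from the data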; further: values of inactives mirror those of a sister screen read the other way
Rev-RRE block: inhibitors of HIV-1 Rev-RRE RNA interaction | AID 704 | 97,000 tested, 0.79% active | P05866 | inhibition, % at 8 µM | Rev peptide-RRE RNA binding, FRET;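 active means inhibition above the screen-wide mean plus 3 SD, cut at about 35% in these data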;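 further: 0% = median DMSO wells and 100% = median Neomycin B control wells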
Target sequence (P05866 whole entry, looked up): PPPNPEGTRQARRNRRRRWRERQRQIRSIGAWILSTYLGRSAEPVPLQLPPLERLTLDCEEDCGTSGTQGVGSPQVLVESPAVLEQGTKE
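Test system: labelled RRE RNA duplex and labelled Rev peptide. Times: 5 min compound–RNA preincubation, then 15 min with peptide, 25 °C. Doses: single-dose 8 µM. Measured by: FRET, excitation 480 nm, emission 540 nm donor and 671 nm acceptor. Measure: % inhibition of FRET ratio versus controls.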
PLK1 PBD inh: Plk1 (human) PBD binding inhibition. Plk1 PBD phosphopeptide binding, fluorescence polarization. inhibition, %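 (tested at about 20 µM)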. 97,000 tested, 0.13% active. AID 693; in the data active means inhibition above about 34%, passing the limit was not always enough
Candida biofilm: kills Candida albicans biofilms | C. albicans biofilm + clotrimazole, Alamar Blue | inhibition, % at 6 µM | 85,000 tested, 0.14% active;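 active means inhibition above 20%; inactive means inhibition below 20%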;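 further: preformed 24 hr biofilms exposed to compound for 48 hr; 0% = biofilm without compound and 100% = blank killed by clotrimazole plus chlorhexidine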
LYP inh 2: LYP (human) phosphatase inhibition | inhibition, % at 2 µM | Q9Y2R2 | AID 640 | recombinant LYP catalytic domain, DiFMUP fluorescence | 96,000 tested, 0.21% active;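 active means inhibition at 2 µM at or above a set limit, the screen mean plus 3 SD, cut at about 24% in these data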;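 further: 0% = DMSO with enzyme and 100% = enzyme fully blocked by orthovanadate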
An asterisk follows results filed as active; . = not tested or not shown.

SMILES	CYP2C9 act	PLK1 kinase inh	EphB4 antag	PTPN22 act	CYP2C9 inh	Rev-RRE block	PLK1 PBD inh	Candida biofilm	LYP inh 2
COC(=O)c1ccccc1NC(=O)Cc1ccccc1OC	.	-13	4	-1	.	7	13	6	2
CCOC(=O)C1CCN(C(=O)c2ccccc2N(C)S(C)(=O)=O)CC1	1.1	-9	-5	-2	-5	9	-4	9	-1
COC(=O)c1ccc(-n2nnnc2SCC(=O)Nc2cc(OC)ccc2OC)cc1	0.9	-12	1	5	11	1	4	3	-6
CC(=O)c1c(C)[nH]c(C(=O)NCc2ccccn2)c1C	1	-20	7	-6	-1	7	-20	.	6
CN(C)S(=O)(=O)c1cccc(C(=O)NC2CCCc3ccccc32)c1 (stereo not drawn)	0.9	-19	-6	9	12	0	-31	4	-7
COc1ccccc1OCCNc1cc(N2CCOCC2)ccc1[N+](=O)[O-]	0.4	3	-3	11	56*	0	25	.	-5
O=C(c1ccccc1)c1nc2ccccc2n(CCCn2c(=O)c(C(=O)c3ccccc3)nc3ccccc32)c1=O	0	-6	-4	-9	97*	6	-4	15	9
CCOC(=O)C1CCCN(C(=O)c2sc3nc(-c4ccccc4)cn3c2C)C1 (stereo not drawn)	0.4	-4	0	-14	56*	8	-10	3	16
COc1cccc(CN(C(=O)c2cc3ccccc3oc2=O)C2CC2)c1	2.4*	-2	-1	8	-136	-2	-6	9	-11
CC(C)CCNC(=S)Nc1ccc(F)cc1	.	-7	6	-11	.	-2	-33	.	9
CCCC1=C(C(=O)OCC)C(/C=C/c2ccccc2)n2ncnc2N1 (stereo not drawn)	0.5	1	5	6	52*	16	-6	3	-4
CC(c1ccco1)N(C(=O)c1ccc(S(=O)(=O)N2CCCCC2)cc1)c1ccccn1 (stereo not drawn)	0.4	-14	2	-4	57*	9	17	2	4
O=c1ccnc(SCc2ccccc2Cl)[nH]1	0.4	-12	2	1	60*	6	-22	-6	-3
CN(C(=O)COC(=O)CNS(=O)(=O)/C=C/c1ccccc1)C1CCS(=O)(=O)C1 (stereo not drawn)	0.9	-6	1	5	8	3	7	.	-6
CCOC(=O)N1CCC(Nc2ccc3nnc(-c4ccccc4)n3n2)CC1	0.1	7	1	-3	93*	6	-1	9	0
C=CCn1c(SCC(=O)c2ccc(OC)cc2)nnc1C(C)NC(=O)c1cccs1 (stereo not drawn)	1	-19	2	7	5	5	-21	-9	-9
O=C1CCCC2=C1C(c1ccncc1)c1c(nc(SCc3ccccc3Cl)[nH]c1=O)N2 (stereo not drawn)	0.1	-19	-3	-5	95*	4	-2	8	7
OCCN1CCN(CCSc2ccccc2)CC1	1	-9	8	-4	5	4	-13	2	3
CC(C)(C)C(=O)NC(=S)Nc1ccccc1F	0.7	-8	1	1	34	4	-15	.	3
CCCCN(CCCC)CCCNC(=O)CC1Oc2ccc(C)cc2NC1=O (stereo not drawn)	0.8	-14	-8	13	23	2	-12	6	-20
Cc1ccccc1N=C1NC(=O)CC(c2ccccc2)S1 (stereo not drawn)	0.7	14	-1	-2	32	4	-9	.	3
CN(C)C=Nc1ccc2nn(-c3ccccc3)nc2c1	0.9	-4	-1	4	6	-4	-24	-1	-6
COc1ccc(/C=N/N=C2\CC3CCC2(C)C3(C)C)cc1O (stereo not drawn)	1.1	-6	1	4	-7	5	-28	.	-4
Cc1cccc(CCNC(=O)CN(C)S(=O)(=O)c2ccc3c(c2)c(=O)n(C)c(=O)n3C)c1	1.2	-10	-2	-2	-23	4	-27	-9	1
COc1ccc2c(c1)C1(Nc3ccccc3-c3nc4ccccc4n31)C(=O)N2 (stereo not drawn)	0.7	-1	0	-8	25	-2	34	8	10

With a hit mark in CYP2C9 act, among the entries above:
SMILES | CYP2C9 act | PLK1 kinase inh | EphB4 antag | PTPN22 act | CYP2C9 inh | Rev-RRE block | PLK1 PBD inh | LYP inh 2
COc1cccc(CN(C(=O)c2cc3ccccc3oc2=O)C2CC2)c1 | 2.4* | -2 | -1 | 8 | -136 | -2 | -6 | -11

(continued)
SMILES	CYP2C9 act	PLK1 kinase inh	EphB4 antag	PTPN22 act	CYP2C9 inh	Rev-RRE block	PLK1 PBD inh	Candida biofilm	LYP inh 2
CC(=O)c1cccc(NC(=O)NCc2cccs2)c1	0.6	-8	-5	6	42	1	-2	-1	-15
CCCCN(N=Nc1nonc1OC)c1nonc1OC	0.3	-1	-1	1	73*	14	8	4	0
O=C(CCc1ccccc1)NC(=S)Nc1cc(C(F)(F)F)ccc1N1CCOCC1	0.1	-12	-3	6	93*	-1	14	.	-2
O=C(Oc1cccc(-n2cnnn2)c1)C1CCCCC1	1	-8	2	-2	-5	2	10	11	0
Cc1cc(-c2nnc(-c3ccccc3)c(-c3ccccc3)n2)c(C)o1	0.3	-12	-11	4	71*	12	12	2	-7
CCOC(=O)C1=C(C)N=c2s/c(=C\c3ccc(OC(C)=O)c(OCC)c3)c(=O)n2C1/C=C/c1ccccc1 (stereo not drawn)	0.3	-4	-5	-10	72*	15	-95	.	13
CC(C)c1ccc(-c2nnn(CCC(=O)O)n2)cc1	1	-12	-5	-6	-3	2	-1	10	3
Cc1ccc(C(=O)N/N=C\c2ccc[nH]2)cc1[N+](=O)[O-]	1	-9	-8	8	2	4	-6	.	-2
COc1ccccc1C(=O)Nn1c(C2CCC2)nc2ccccc2c1=O	0.1	-15	8	-5	95*	8	3	-4	4
Cc1ccccc1-c1nc(-c2ccc(NC(=O)c3cccs3)cc2)no1	0.9	-9	-5	-9	14	2	12	.	14
COCc1cc(=O)[nH]c2cc(NC(=O)C(F)(F)F)c(C)cc12	0.9	-6	-7	-1	14	6	-11	.	4
O=c1[nH]c2c(n(C3CCCCC3)c1=O)CCC2	1.3	-13	-5	-7	-31	3	1	3	8
CC(=O)CSc1ncnc2c1oc1ccccc12	0.9	-7	-5	4	7	0	-17	2	-6
CC(=O)c1c(C)[nH]c(C(=O)OCC(=O)C(C)(C)C)c1C	1	-10	-6	-3	3	-3	-21	8	3
O=C(Nc1cccnc1)C1CC(c2ccccc2O)=NO1 (stereo not drawn)	0.5	-14	-1	2	51*	1	-19	.	-3
CC(Oc1ccc(Cl)cc1)c1ccnn1S(C)(=O)=O (stereo not drawn)	0.8	-15	1	-3	24	7	14	-3	3
CC(=O)N1N=C(c2cccc(Cl)c2)OC1c1ccc(C(C)C)cc1 (stereo not drawn)	0.1	-11	5	-8	88*	16	-11	3	9
O=C(c1ccc(S(=O)(=O)N2CCCCC2)cc1)N1CCN(Cc2ccc3c(c2)OCO3)CC1	0.7	-2	-5	10	25	6	2	5	-12
COc1ccc(CN(CC(=O)NCc2ccco2)C(=O)CCC(=O)Nc2ccccn2)cc1	0.8	1	1	-10	17	-1	-6	7	9
O=C(CSc1nnc(-c2ccco2)n1Cc1ccco1)NCc1cccs1	0.4	-4	1	-2	57*	5	13	3	0
Cc1ccc(C(=O)NCC(C)(C)N2CCOCC2)s1	1	-4	-2	-4	2	7	-13	.	7
COc1ccc(OC)c(N(CC(=O)NCc2ccncc2)S(C)(=O)=O)c1	0.5	-3	7	11	52*	7	-22	3	-11
N#Cc1cc2c(nc1SCC(=O)N1CCOCC1)CCCCC2	1.3	-9	9	5	-35	6	9	1	-6
CC(C)(C)n1ncc2c(=O)n(CC(=O)Nc3ccc(Cl)cc3)cnc21	0.7	-17	0	3	26	14	12	5	-5
O=C(COc1ccccc1Cl)NC(=O)NC1CCCC1	0.9	-10	4	-1	9	8	-4	8	-2

The last 5 records of the section above come first, to join the parts:
SMILES	CYP2C9 act	PLK1 kinase inh	EphB4 antag	PTPN22 act	CYP2C9 inh	Rev-RRE block	PLK1 PBD inh	Candida biofilm	LYP inh 2
Cc1ccc(C(=O)NCC(C)(C)N2CCOCC2)s1	1	-4	-2	-4	2	7	-13	.	7
COc1ccc(OC)c(N(CC(=O)NCc2ccncc2)S(C)(=O)=O)c1	0.5	-3	7	11	52*	7	-22	3	-11
N#Cc1cc2c(nc1SCC(=O)N1CCOCC1)CCCCC2	1.3	-9	9	5	-35	6	9	1	-6
CC(C)(C)n1ncc2c(=O)n(CC(=O)Nc3ccc(Cl)cc3)cnc21	0.7	-17	0	3	26	14	12	5	-5
O=C(COc1ccccc1Cl)NC(=O)NC1CCCC1	0.9	-10	4	-1	9	8	-4	8	-2
Cc1ccccc1C(=O)NC(=S)NCC(=O)c1ccccc1	0.8	-20	2	7	18	4	-1	.	-5
Cc1cccc(N2C(=O)CC(N3CCN(C(=O)c4ccccc4)CC3)C2=O)c1 (stereo not drawn)	1	-6	-1	-1	4	1	-1	.	5
O=C(/C=C/c1ccc(OC2CSC2)cc1)c1ccccc1	0.6	-15	-2	-3	40	8	-1	.	6
O=C(Cn1nnc2ccccc21)OCC(=O)c1ccccc1	.	-4	2	4	.	1	-1	-3	-8
CC1(C)c2ssc(=S)c2-c2ccccc2N1C(=O)c1ccco1	0.6	-7	8	-4	43	6	40	5	4
C=CCn1c(SCC(N)=O)nnc1-c1cccc(Br)c1	1	-8	4	-15	3	7	-1	8	14
NC(=O)c1oc2ccccc2c1NC(=O)c1ccccc1	3.8*	-5	-3	5	-280	-1	8	9	-8
O=C1c2cccc3cccc(c23)C(=O)N1c1ccncc1	.	-9	5	-7	.	5	13	3	6
COc1ccc2[nH]c(C)c(CCN3C(=O)OC(C)(C)C3(C)O)c2c1 (stereo not drawn)	0.1	-25	0	3	86*	-1	-4	14	-5
CCCN=Cc1c(CCC)[nH]n(-c2nc3ccccc3s2)c1=O	0.8	-9	-5	-7	19	13	1	9	10
CCOC(=O)c1c(-c2cccs2)csc1NC(=O)CC(C)C	0.9	5	1	17	10	13	-17	2	-15
Cn1c(=NC(=O)c2ccco2)sc2cccc(F)c21	1	2	0	9	1	-5	-7	.	-12
CC(C)(C)c1cc(C(=O)NCc2ccccc2)ccn1	.	0	4	-2	.	2	2	2	0
CCOC(=O)C1(C)NC(c2ccccc2F)C2C(=O)N(c3cccc(C(C)=O)c3)C(=O)C21 (stereo not drawn)	0.8	-10	-1	-4	16	1	-22	9	4
Cc1nnc(C)n1/N=C/c1cc(Br)cc(Br)c1O	0.9	-17	-6	-4	6	19	11	5	0
O=C(NCc1ccccc1)c1cc(-n2cnnc2)ccc1Cl	0.9	-20	-5	-3	9	4	-7	7	-3
Cc1nnsc1C(=O)Nc1ccc(Cl)cc1	.	-10	-4	7	.	9	25	4	-12
COC(=O)c1ccccc1NC(=O)c1ccc(COc2ccc3c(c2)CCC3)cc1	1.1	-1	-6	5	-8	13	-10	.	-1
COC(=O)c1sc(NC(=O)CC(C)C)c(C(=O)OC)c1C	0.7	-7	-2	-12	26	6	-3	4	11
CC(=O)c1c(C)nc(-c2ccc(Cl)cc2Cl)n1O	.	-8	-2	13	.	5	16	4	-8
Cc1ccc(S(=O)(=O)CC(=O)NC(C)(C)C)cc1	.	-4	-4	8	.	6	13	3	-7
CC1CCCCC1NC(=O)CSc1nnc(CN2CCOCC2)n1C (stereo not drawn)	1	-15	-4	8	-4	-2	-14	1	-4
C/C(Cn1nnc([N+](=O)[O-])n1)=N\NC(=O)c1ccc(Cl)c(Cl)c1	0.9	-1	-4	4	5	6	-3	.	2
CCc1cccc(CC)c1NC(=O)c1cccc(N)c1	1	-5	1	16	4	5	-4	1	-14
O=C(OCc1cn(-c2ccc(Cl)c(Cl)c2)nn1)c1ccccc1Cl	1.3	-12	5	-1	-32	9	1	.	4
CCCn1nc(Oc2nc(SC)nc(N(C)C)n2)ccc1=O	0.9	-6	-4	2	8	-2	-7	5	-2
O=S(=O)(c1cccs1)N1CCN(Cc2ccccc2)CC1	0.3	-5	-7	-8	70*	3	12	1	7
C=CCn1c(CSc2nc3ccccc3s2)nnc1SCC(=O)NCc1ccccc1	0.5	-11	3	-5	50*	1	4	-1	8
O=C(Cn1ccc2ccccc2c1=O)NCCC(=O)N1CCN(c2cccc(Cl)c2)CC1	1	-10	2	14	-2	9	-27	-6	-13
